SR-BI HDL uptake – inhibitors of mouse SR-BI mediated HDL lipid uptake; Q61009; ldlA[mSR-BI] CHO cells, DiI-HDL uptake fluorescence, 3 h; inhibition, % at 12.5 µM; 320,000 compounds, 0.96% hits; AID 488896;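 active = mean replicate inhibition of at least 70% and a set share of replicates each scoring 70 or more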;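 note: 0% = median of neutral control wells and 100% = median of positive control wells; values of inactives mirror those of a sister screen read the other way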
Target sequence (Q61009 whole entry, looked up): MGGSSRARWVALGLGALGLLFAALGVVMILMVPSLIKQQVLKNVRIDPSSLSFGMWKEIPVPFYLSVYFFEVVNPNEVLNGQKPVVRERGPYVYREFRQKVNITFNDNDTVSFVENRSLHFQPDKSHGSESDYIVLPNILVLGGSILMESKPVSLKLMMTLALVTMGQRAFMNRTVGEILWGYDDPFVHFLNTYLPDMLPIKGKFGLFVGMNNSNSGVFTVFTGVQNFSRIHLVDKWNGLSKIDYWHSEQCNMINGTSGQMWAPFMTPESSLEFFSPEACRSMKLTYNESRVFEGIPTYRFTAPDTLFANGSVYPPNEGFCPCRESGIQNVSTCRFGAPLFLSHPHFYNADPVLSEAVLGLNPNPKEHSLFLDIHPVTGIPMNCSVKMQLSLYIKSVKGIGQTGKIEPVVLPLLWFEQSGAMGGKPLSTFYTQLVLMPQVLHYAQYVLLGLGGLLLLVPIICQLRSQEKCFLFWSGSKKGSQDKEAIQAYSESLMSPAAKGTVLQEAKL
HTR5A ag – HTR5A agonism, opioid heterodimer counter-screen | P47898 | HTR5A agonist assay, luminescence, cell-based | activation, % at 9.3 µM | 340,000 compounds, 0.61% hits | AID 504692; in the data active = activation mostly above about 9.5%, no sharp cut-off; inactive = mostly below about 7.6%;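 note: 0% = cells with vehicle only and 100% = reference agonist; strong numbers were not always called active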
V-ATPase pH – yeast V-ATPase proton transport regulation by pHLuorin. S. cerevisiae, pHLuorin cytosolic pH fluorescence. response, % at 10 µM. 350,000 compounds, 0.37% hits; in the data active = response mostly above about 7.3%, no sharp cut-off; inactive = mostly below about 5.4%; note: actives read high; inactives centre near 0; some compounds called inactive have numbers as strong as hits; reference of the scale not given here
Wnt bcat act – activators of Wnt/beta-catenin signaling | Wnt/beta-catenin reporter cell assay, activator, plate reader | activation, % at 9.35 µM | 300,000 compounds, 1.2% hits; in the data active = activation above about 30%, passing the limit was not always enough;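 note: 0% = neutral control wells and 100% = positive control wells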
MITF TRPM1 HTS – MITF TRPM1 promoter activation in melanoma cells; 300,000 compounds, 0.75% hits; activation, % at 12.5 µM; SK-MEL-5 TRPM1-promoter luciferase, 24 h; % of positive control, neutral wells = 0; AID 588334;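 active = mean activation of at least 80% with every replicate also reaching 80%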;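 note: 0% = neutral control wells and 100% = parthenolide positive control wells; values of inactives mirror those of a sister screen read the other way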
HTR5A inv ctr – HTR5A inverse agonism, opioid heterodimer counter-screen. AID 504634. inhibition, % at 9.3 µM. 340,000 compounds, 0.083% hits. HTR5A cell line, luminescence; in the data active = inhibition mostly above about 23%, no sharp cut-off; inactive = mostly below about 18%;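 note: 0% = cells with DMSO and 100% = no-cell wells with DMSO; some compounds called inactive have numbers as strong as hits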
dFosB activator – mouse delta FosB homodimer activation; 340,000 compounds, 0.99% hits; purified delta FosB, TAMRA-CDK5 oligo fluorescence polarization; percent of positive-control signal above neutral wells; activation, % at 25 µM; P13346;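 active = mean activation above about 17%, with every replicate also reaching it, limit read from the data, passing the limit was not always enough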;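 note: fluorescence polarization rise as delta FosB binds a TAMRA Cdk5 AP-1 oligo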
Target sequence (P13346 whole entry, looked up): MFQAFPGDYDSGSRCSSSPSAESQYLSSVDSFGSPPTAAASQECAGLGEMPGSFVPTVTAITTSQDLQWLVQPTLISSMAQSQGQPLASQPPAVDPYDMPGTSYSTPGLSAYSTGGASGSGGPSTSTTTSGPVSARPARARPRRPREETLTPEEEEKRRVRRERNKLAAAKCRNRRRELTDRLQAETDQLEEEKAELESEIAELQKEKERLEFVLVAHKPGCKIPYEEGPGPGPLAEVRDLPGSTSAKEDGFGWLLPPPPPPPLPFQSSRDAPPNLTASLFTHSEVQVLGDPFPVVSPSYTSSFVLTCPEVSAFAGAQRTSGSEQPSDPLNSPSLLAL
CDK5 p35 inh – CDK5/p35 (human) kinase inhibition; Q00535+Q15078; Recombinant CDK5/p35, ADP-Glo luminescence, 60 min; inhibition, % at 10 µM; 330,000 compounds, 0.01% hits;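 active = highest replicate inhibition of at least 50% and at least 75% of replicates reaching 50%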;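 note: plate controls were DMSO neutral control for no effect and GW8510 at 10 µM for full effect; many of its hits are not listed in these tables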
PvdQ acylase – blocks Pseudomonas aeruginosa PvdQ acylase activity; inhibition, % at 10 µM; purified PvdQ acylase, fluorescence plate reader; AID 488965; 340,000 compounds, 0.063% hits; in the data active = inhibition above about 30%, passing the limit was not always enough;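 note: 0% = vehicle neutral wells and 100% = reference inhibitor wells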
NSD2 inh – inhibitors of human histone methyltransferase NSD2. O96028. 310,000 compounds, 0.54% hits. NSD2 peptide methylation, AlphaScreen, 120 min. AID 743445. inhibition, % at 12.5 µM; in the data active = inhibition above about 50%
The depositor's hits bear a star; · = not tested or not shown.

SMILES	SR-BI HDL uptake	HTR5A ag	V-ATPase pH	Wnt bcat act	MITF TRPM1 HTS	HTR5A inv ctr	dFosB activator	CDK5 p35 inh	PvdQ acylase	NSD2 inh
COc1ccc(CNS(=O)(=O)NCc2ccc(OC)c(OC)c2)cc1	2	-1	-1	·	-8	2	-1	-1.0	-19	1
CCc1ccc(C(=O)OCC(=O)c2c(N)n(CC(C)C)c(=O)n(C)c2=O)cc1	25	8	1	-2	-5	-22	-13	-1.5	0	0
Cc1ccc(Cl)cc1NC(=O)CSc1nnc(C)n1-c1ccccc1	7	8	0	·	-9	-6	0	0.1	-1	0
COc1ccc(/C(C)=N/NC(=O)CNC(=O)COc2ccccc2)c(OC)c1	7	-1	1	-2	2	-6	0	0.2	-5	-2
O=C(COc1ccc([N+](=O)[O-])cc1)Nn1cnnc1	3	·	0	-3	15	·	0	-0.1	-6	-2
CCC(C)(C)c1ccc(OCCCC[n+]2cccc(C)c2C)c(C(C)(C)CC)c1	-15	21*	7	-14	·	-44	13	-1.4	7	12
Cc1ccccc1CNC(=O)c1ccc(Cl)c([N+](=O)[O-])c1	12	6	0	-4	-10	16	-2	0.6	1	-1
Cc1cc(O)c(C(C)C)cc1NC(=O)c1cccc(Cl)c1	26	-5	-1	·	·	14	-5	-1.6	-10	2
Cc1ccc2nc(Nc3nc(C)cc(C(F)(F)F)n3)nc(C)c2c1	17	1	8	-13	·	4	-4	0.0	8	2
Cc1cccc(C(=O)OCC(=O)NCC2COc3ccccc3O2)c1 (stereo not given)	0	0	-3	9	0	1	-8	-0.8	-15	-1
O=C1c2ccccc2S(=O)(=O)c2cc(C(=O)N3CCN(c4ccc(Cl)cn4)CC3)ccc21	-1	7	1	-4	1	-19	-3	0.9	-3	·
O=C1c2ccccc2NC(c2ccccn2)N1c1ccc(Cl)cc1 (stereo not given)	10	-1	-1	·	76	16	-5	0.6	-11	3
Cc1ccc(/C=C/C(O)=C2/C(=O)N(C)C3(C)CC2c2ccccc2O3)cc1 (stereo not given)	29	13	-5	-13	-10	2	-12	2.1	2	-11
Cc1ccc(CNC(=O)CCc2ccc(S(=O)(=O)NC3CCCCC3)cc2)cc1	21	1	-2	·	-11	-3	8	-2.1	10	3
COc1ccc2nc(C)cc(NCCN3CCOCC3)c2c1	-14	-1	0	-2	18	11	1	0.6	-11	0

Arranged by molecular weight (smallest number first): part of the list above
SMILES	SR-BI HDL uptake	HTR5A ag	V-ATPase pH	Wnt bcat act	MITF TRPM1 HTS	HTR5A inv ctr	dFosB activator	CDK5 p35 inh	PvdQ acylase	NSD2 inh
O=C1c2ccccc2NC(c2ccccn2)N1c1ccc(Cl)cc1 (stereo not given)	10	-1	-1	·	76	16	-5	0.6	-11	3
COc1ccc(CNS(=O)(=O)NCc2ccc(OC)c(OC)c2)cc1	2	-1	-1	·	-8	2	-1	-1.0	-19	1
CCC(C)(C)c1ccc(OCCCC[n+]2cccc(C)c2C)c(C(C)(C)CC)c1	-15	21*	7	-14	·	-44	13	-1.4	7	12

New compounds follow:
SMILES	SR-BI HDL uptake	HTR5A ag	V-ATPase pH	Wnt bcat act	MITF TRPM1 HTS	HTR5A inv ctr	dFosB activator	CDK5 p35 inh	PvdQ acylase	NSD2 inh
O=C(NC1C/C=C\C(c2ccccc2)N(c2ccccc2)C(=O)C1)OCC1c2ccccc2-c2ccccc21 (stereo not given)	34	1	1	·	8	-3	-9	1.9	9	·
COc1ccc(C2(O)CCN(CCCCOc3ccccc3)CC2)cc1	-6	1	1	·	-2	-1	1	0.6	-2	·
COC(=O)CNc1nc(Cl)nc(NC2CCCCC2)n1	20	6	-5	2	13	-16	-9	-0.7	-12	-2
CCc1ccc(OCC(=O)Nc2ccc3c(c2)OCCO3)cc1	-14	9	-5	-1	34	-23	-6	0.9	-13	-1
COc1cccc(NC(=O)c2ccc(NCCCN3CC(C)CC(C)C3)c([N+](=O)[O-])c2)c1 (stereo not given)	26	-2	0	-2	8	14	0	1.1	-14	-1
CC12C(=O)N(c3ccccc3)C(=O)C1C(c1ccccc1)N1CCCN12 (stereo not given)	1	6	0	0	9	-15	3	-1.2	-14	-1
Cc1cccc(OCc2nnc(SCn3nnc4ccccc4c3=O)o2)c1	-39	0	1	·	-11	-4	-8	0.1	-12	-3
Cc1nc2ccc(NC(=O)CS(=O)(=O)c3ccc(F)cc3)cc2s1	11	-3	-4	10	54	9	3	1.2	8	0
Nc1ccc(C(=O)OCC(=O)N2CCc3ccccc3C2)cc1[N+](=O)[O-]	10	0	0	-2	2	19	-3	-1.2	-9	1
CCOc1cc(/C=N/NC(=O)c2ccncc2)cc(Cl)c1OS(C)(=O)=O	31	2	0	-1	27	13	5	·	-10	-1
Nc1nn2c(C(F)(F)F)cc(=O)[nH]c2c1N=Nc1cccc(F)c1	20	-4	-3	·	5	10	-6	-0.4	-8	·
Cc1ccc(C(=O)Nc2nc3c(s2)CCCC3)o1	8	4	-1	57*	31	-23	-5	-0.7	-6	3
O=S(=O)(Nc1cccc(Cl)c1)c1ccc(-n2cccn2)cc1	·	10	0	-2	-40	-27	-1	0.6	-1	·
Cc1nc(NCC2CCCO2)c2nnn(Cc3c(F)cccc3Cl)c2n1 (stereo not given)	8	3	-1	-1	1	10	-11	1.9	-11	0
CCN(CC)C(=O)C1CCC(C)(C(=O)O)C1(C)C (stereo not given)	-31	4	-5	0	-2	19	-4	0.4	6	1
COc1ccc(NC(=O)CNC(=O)Cn2ccc3ccccc3c2=O)c(OC)c1	3	7	-7	-3	-1	-5	-4	-1.0	2	-7
O=C(c1cc2ccccc2oc1=O)N1CCN(c2ccccn2)CC1	-32	-2	4	1	13	-11	-1	0.3	-13	-5
COC(=O)c1c(NC(=O)c2ccccc2F)sc(C(=O)N2CCOCC2)c1C	·	5	3	-2	-11	-8	-16	-1.1	-11	0
O=C(c1cccc(NS(=O)(=O)c2ccc(F)c(F)c2)c1)N1CCN(Cc2ccccc2)CC1	·	1	1	·	-7	-3	-4	0.6	-11	-2
O=c1c(-c2ccccc2)nc(-c2ccccc2)cn1O	-10	1	-4	·	33	-4	0	-1.0	-3	-1
S=C(c1ccc(-c2cccc(Cl)c2)o1)N1CCCCC1	9	0	1	40*	93*	11	-5	0.4	5	7
Cc1cnc(=O)[nH]c1SCC(=O)Nc1nccs1	2	1	1	-8	16	-2	-2	1.6	-14	1
CCC(=O)Nc1ccc(NC(=O)CSc2nnnn2-c2ccc(OC)cc2)cc1	14	-3	-1	-1	·	10	3	-4.5	-7	-1
OCC(O)/C=N/Nc1nc(Nc2ccccc2)nc(Nc2ccccc2)n1 (stereo not given)	-4	0	-1	1	-10	2	5	-1.2	-3	-2
O=[N+]([O-])c1nn(-c2ccc3c(c2)OCCO3)n(O)c1=NC1CCCCCC1	-19	8	-4	·	17	-17	-13	-1.6	10	7
CC/C(O)=C1\C(=O)CC(c2ccccc2)CC1=NCCC(=O)O (stereo not given)	7	2	-5	-1	0	8	-6	-1.6	0	·
Cc1cc(C)n(C2CCCCC2OC(=O)c2ccccc2F)n1 (stereo not given)	-53	1	6	-4	·	0	-5	-0.2	-6	-1
O=C(CSc1nc2c(oc3ccccc32)c(=O)n1CC1CCCO1)NCc1ccccc1 (stereo not given)	5	3	-7	2	8	6	1	-1.1	-18	-2
Cc1csc(NC(=O)c2ccc(=O)[nH]c2)n1	-5	-1	1	2	8	3	0	1.0	0	0
COc1ccc2c(c1)OC[C@H]1[C@H]2N2C(=O)CN(CC3CCCO3)C(=O)[C@@]2(C)[C@H]1c1ccccc1 (stereo not given in full)	8	-2	-3	-2	6	-4	3	0.6	1	·
Cc1c(N/C=C/C(=O)C(F)(F)F)c(=O)n(-c2ccccc2)n1C	-8	7	1	-1	6	-17	-1	3.4	-2	-2
CCOc1ccc2oc(C(=O)OCC(=O)N3CC(C)OC(C)C3)c(C)c2c1 (stereo not given)	35	1	1	2	·	-9	-9	0.0	-3	3
COCCN(CC(=O)NCc1ccc(F)cc1)C(=O)CCC(=O)Nc1nccs1	-14	-3	3	-1	-11	11	-4	0.2	-20	-2
Cc1cc(NS(=O)(=O)c2ccccc2)no1	·	2	1	-1	-1	-5	-5	-0.4	-7	·
CN(C)c1ccc(-n2cccc2/C=C/[N+](=O)[O-])cc1	21	-3	-2	2	-66	8	-6	1.7	-9	·
CCOc1cc(C(=O)NCCc2ccc(S(N)(=O)=O)cc2)cc(OCC)c1OCC	-15	4	-3	-1	-5	-11	0	1.4	-9	0
COc1cccc(N2C(=O)C(O)=C(C(C)=O)C2c2ccc(OC)c(OC)c2)c1 (stereo not given)	-20	4	1	·	·	-10	1	0.7	-8	-2
CCOC(=O)c1ccc(NC(=S)NCCc2ccc(F)cc2)cc1	-5	·	-1	1	-2	·	-3	-0.8	-3	-4
Cc1ccc(C)c(S(=O)(=O)N2CCN(C(=O)Cc3c(F)cccc3Cl)CC2)c1	22	-4	4	-1	2	11	-2	-0.1	-13	0
CCSC1=C(C#N)C(c2ccc(C)o2)CC(=O)N1 (stereo not given)	-7	-1	0	3	-1	4	2	1.1	-6	4
Cc1ccccc1OCC(=O)Nc1cnn(CCCC(=O)O)c1	·	1	2	9	-19	-3	1	-0.5	-13	1
CC(=O)c1ccccc1NC(=O)CN1C(=O)CS/C1=C\c1nc(-c2ccc(C)cc2)cs1	21	-4	-2	5	-11	10	-5	-1.8	-8	-3
C=C1SC(=Nc2c(C)cccc2Cl)N(C(=O)c2sc3ccccc3c2Cl)C12CCCCC2	4	-4	1	-8	4	16	-4	-1.5	-11	4
C/C(=N\NC(=O)c1ccccc1C)c1ccc(N2CCOCC2)cc1	-18	-3	-3	·	3	14	-3	-1.1	-7	-6
O=C(O)/C=C\c1cc2c(cc1[N+](=O)[O-])OCO2	-7	8	-6	-2	-4	-25	-9	0.8	7	2
Cc1ccccc1-c1nnc(Cc2ccccc2)o1	-3	2	0	28	69	-6	-3	-1.6	-9	-4
Cc1ccc(C(N)=S)c(C)c1	-2	-4	-1	-3	·	9	-7	-0.5	7	-3
COc1ccc(NS(=O)(=O)c2cccc(NC(=O)c3ccccn3)c2)cc1	·	-1	2	0	-8	1	-19	-0.2	-7	4
Cc1sc2ncnc(SCC(=O)NC(=O)c3cccn3C)c2c1C	8	1	8	-4	3	-3	-21	2.2	-10	-1
Cc1cc(C)nc(SCc2ccc(C(=O)N/N=C/c3ccc(C(=O)O)cc3)cc2)n1	18	2	-1	-1	-2	-7	-19	4.6	9	6
O=C(COC(=O)C1CSC2(c3ccc(F)cc3)CCC(=O)N12)NC(=O)NC1CCCC1 (stereo not given)	-19	7	2	0	2	-3	-8	2.4	-6	-1
Cc1ccc(NC(=O)c2ccoc2C)cc1C	15	-1	-6	31*	25	3	0	3.3	-9	1
CCc1ccc(-c2ccc(C(=O)O)c(C)n2)cc1	-22	1	-3	15	1	13	-1	-1.8	4	-3
O=C(Nc1ccnn1C1CCN(C2CCC2)CC1)c1ccccc1	-11	3	-1	-2	-5	-8	-2	-0.8	-13	0
Cc1ccc(CN2CCNC(=O)C2CC(=O)O)cc1 (stereo not given)	4	11	-1	-3	-2	-31	3	0.4	-9	·
Cn1c(=O)c2[nH]c(CCCc3ccc([N+](=O)[O-])cc3)nc2n(C)c1=O	-3	-1	-3	-4	-4	3	1	0.2	-11	1
CCOc1ccc(NS(=O)(=O)c2cc(C(=O)NCC3CCCO3)ccc2Cl)cc1 (stereo not given)	-15	5	-7	-1	-9	-13	-4	-1.0	7	25

Taken from above.
PvdQ acylase result of `Cc1ccc(C(N)=S)c(C)c1` is entered as 7
PvdQ acylase result of `Cc1ccc(C(=O)Nc2nc3c(s2)CCCC3)o1` is entered as -6
Wnt bcat act result of `CC/C(O)=C1\C(=O)CC(c2ccccc2)CC1=NCCC(=O)O` (stereo not given) is entered as -1
